HT1080NT lethal: kills 2HG-producing HT-1080-NT fibrosarcoma cells; HT-1080-NT fibrosarcoma viability, CellTiter-Glo ATP luminescence, 48 h; Potency, µM (titrated, usually from 46.1 µM), for inactives: at the top dose activity, negative = less viability, usual class: cytotoxic; 360,000 tested, 1.6% active;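 also: NT is the 2HG producing partner of a matched IDH1 knockdown line; potency is read from the fitted curve at half-maximal effect; 0% = DMSO-treated cells and -100% = media-only wells without cells; nearly all actives have a fitted effect of over 55% in size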
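Toxicity toward the 2HG-producing NT line was scored as %Activity, normalised to DMSO and no-cell wells, from CellTiter-Glo luminescence after 48 hours' treatment.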
MCF10A rerep: inducers of DNA re-replication in MCF 10A breast cells; 350,000 tested, 2.9% active; AID 624296; MCF 10A DNA re-replication, Hoechst nuclear intensity, 48 h; Potency, µM (series often up to 46.1 µM), without a hit: at the highest dose activity, positive = re-replication, usual class: activators; also: potency is read from the fitted curve at half-maximal effect; % of control where 0% means no effect; nearly all actives have a fitted effect of over 50% in size
KB-3-1 tox: kills parental KB-3-1 adenocarcinoma cells | KB-3-1 viability, CellTiter-Glo ATP luminescence, 72 h | Potency, µM (series often up to 46.1 µM), inactives show at the top dose activity change, negative = cytotoxic, usual class: cytotoxic | 400,000 tested, 1.4% active; also: potency is read from the fitted curve at half-maximal effect; % is scaled to controls: 0 for no effect and ±100 for the full control effect; nearly all actives have a fitted effect of over 60% in size
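Multi-concentration cytotoxicity screen in KB-3-1 cells grown in DMEM lacking phenol red with 10% FBS. After 72 h at 37 °C with compound, ATP-dependent luminescence was recorded.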
SW480 rereplic: induces DNA re-replication in SW480 colon adenocarcinoma cells; SW480 DNA re-replication, Hoechst DNA content imaging, 48 h; Potency, µM (top dose mostly 46.1 µM), for inactives: top-dose re-replication activation, most hits filed as activators; 340,000 tested, 1.8% active; also: potency is read from the fitted curve at half-maximal effect; % of control where 0% means no effect; nearly all actives have a fitted effect of over 55% in size
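Hoechst fluorescence of nuclei (405 nm excitation, 500-530 nm emission) measured by plate-scanning imager after 48 hr compound exposure at 37 C; re-replication scored as increased number of nuclei with elevated intensity.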
KB-V1 MDR tox: kills drug-selected multidrug resistant KB-V1 cells. AID 1347076. 400,000 tested, 3.4% active. KB-V1 MDR cells viability, CellTiter-Glo, 72 h. Potency, µM (top dose mostly 46.1 µM), without a hit: at the top dose activity change, negative = cytotoxicity, most hits filed as cytotoxic; also: potency is read from the fitted curve at half-maximal effect; % is scaled to controls: 0 for no effect and ±100 for the full control effect; nearly all actives have a fitted effect of over 60% in size
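KB-V1 MDR subline cells in DMEM (phenol-red free, 10% FBS) exposed to compounds in qHTS concentration series for 72 h at 37 degrees C. Viability read by CellTiter-Glo luminescence; concentration-effect curves fitted after normalization and correction.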
ATXN2 expr inh: reduces ATXN2 reporter expression in HEK-293 cells; HEK-293 ATXN2-luciferase reporter, luminescence, 24 h; 360,000 tested, 0.72% active; Potency, µM (doses to about 57 µM), without a hit: at the top dose activity change, negative = inhibition, usual class: inhibitors; AID 1745845; also: potency is read from the fitted curve at half-maximal effect; % is scaled to controls: 0 for no effect and ±100 for the full control effect; nearly all actives have a fitted effect of over 55% in size
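ATXN2-luciferase reporter cells (luciferase flanked by upstream and downstream ATXN2 gene portions) were treated 24 h at 37 °C with compounds at up to 57 uM. SteadyGlo luminescence gave expression; GF-AFC fluorescence gave viability.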
HT1080 IDH1KD tx: kills HT-1080 cells with IDH1 knockdown; HT-1080 IDH1 knockdown viability, ATP luminescence, 48 h; Potency, µM (top dose mostly 46.1 µM), for the others: at the highest dose activity, negative = toxicity, actives largely listed as cytotoxic; 360,000 tested, 2% active;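 also: potency is read from the fitted curve at half-maximal effect; 0% = DMSO wells and -100% = cell-free medium wells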
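HT-1080-IDH1KD cells (IDH1 knocked down), 750/well in RPMI with 5% FBS, treated with compound 48 h at 37 degrees C. Viability by CellTiter-Glo luminescence, normalised to DMSO and no-cell wells; concentration-response curves classed.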
ATXN viability: reduces viability in counter-screen for ATXN expression inhibitors; 400,000 tested, 0.49% active; S2 cells (HEK-293 line with an ATXN2-luciferase reporter) viability, CellTiter-Fluor protease fluorescence, 24 h; Potency, µM (doses to about 56.7 µM), actives largely listed as cytotoxic; also: potency is read from the fitted curve at half-maximal effect; nearly all actives have a fitted effect of over 40% in size
IL1B secr inh: inflammasome signaling inhibition, IL-1 beta readout; THP-1 LPS/ATP IL-1B secretion, AlphaLISA, 16 h; hits give low values; activity change, % at 57.5 µM; 360,000 tested, 4.7% active; in the data active = activity change below about -50%; inconclusive = mostly about -30% to -49%; also: % is scaled to controls: 0 for no effect and ±100 for the full control effect
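Secreted IL-1B measured by AlphaLISA bead assay after 16 h compound exposure of THP-1 cells; compounds (final up to 57.5 uM) added 1 h before LPS (250 ng/mL) and ATP (1.25 mM) stimulation; lower signal means less secretion.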
An asterisk follows results filed as active; i = inactive; ? = inconclusive; . = no result given; [ ] = dose if it differs, or a comment. Unless noted, calls follow the shape of the dose curve; as a rule, active = well fitted curve in the direction sought with a large enough effect; inconclusive = small, poorly fitted or top-dose-only effect, or another doubt; inactive = no such curve, though single readings can be large; an effect the other way counts as inactive or inconclusive.

Start of the data: the first 4 entries, to show the layout:
[1] CCOc1ccc(S(=O)(=O)N2CCOCC2)cc1NC(=O)CN1C(=O)NC(C)(c2ccc(C)cc2)C1=O (configuration not stated)
[2] COc1ccc(C)cc1NC(=O)N1CCCn2nc(C)cc21
[3] O=C(Nc1ccccc1)c1cccc(-c2nnc(-c3ccccc3)o2)c1
[4] O=C(COC(=O)c1ccc(O)cc1)Nc1cc(C(F)(F)F)ccc1N1CCOCC1

screen / no.	1	2	3	4
HT1080NT lethal	3%	.	9%	6%
MCF10A rerep	6%	.	1%	0%
KB-3-1 tox	-2%	13%	-4%	17%
SW480 rereplic	4%	.	-9%	-6%
KB-V1 MDR tox	0%	?	-7%	-11%
ATXN2 expr inh	1%	2%	-28%	0%
HT1080 IDH1KD tx	13%	.	8%	8%
ATXN viability	i	i	?	i
IL1B secr inh	-11	.	-3	51

This part in full, repeating the preview:
[1] CCOc1ccc(S(=O)(=O)N2CCOCC2)cc1NC(=O)CN1C(=O)NC(C)(c2ccc(C)cc2)C1=O (configuration not stated)
[2] COc1ccc(C)cc1NC(=O)N1CCCn2nc(C)cc21
[3] O=C(Nc1ccccc1)c1cccc(-c2nnc(-c3ccccc3)o2)c1
[4] O=C(COC(=O)c1ccc(O)cc1)Nc1cc(C(F)(F)F)ccc1N1CCOCC1
[5] Cc1cc(Cl)ccc1OCCSc1nnc(-c2cccs2)o1
[6] CCn1c(SCC(=O)Nc2ccc(C)cc2)nc2nc3c(cc2c1=O)CCCC3
[7] CC1CN(Cc2csc(-c3ccc(Cl)cc3)n2)CC(C)O1 (configuration not stated)
[8] CC1=C(C(=O)N2CCN(c3cc(C)ccc3C)CC2)C2(CCCCC2)OC1=O

screen / no.	1	2	3	4	5	6	7	8
HT1080NT lethal	3%	.	9%	6%	.	3%	-24%	2%
MCF10A rerep	6%	.	1%	0%	.	?	?	4%
KB-3-1 tox	-2%	13%	-4%	17%	19%	7%	?	10%
SW480 rereplic	4%	.	-9%	-6%	.	26%	10%	8%
KB-V1 MDR tox	0%	?	-7%	-11%	-5%	0.65µM*	?	0%
ATXN2 expr inh	1%	2%	-28%	0%	-8%	-20%	-10%	6%
HT1080 IDH1KD tx	13%	.	8%	8%	.	1%	-15%	5%
ATXN viability	i	i	?	i	i	i	i	i
IL1B secr inh	-11	.	-3	51	.	?	0	11

[9] COc1cccc(-c2nnc(NC(=O)c3ccccc3Br)o2)c1
[10] O=C(NCCC1=CCCCC1)C1CC(=O)N(C2CCCCC2)C1 (configuration not stated)
[11] OCCCc1cn(CC2CCCCC2)nn1
[12] O=C(Nc1ccc(F)cc1)Nc1ccc2ccccc2n1
[13] O=C(Nc1ccc(Nc2ccccc2)cc1)c1ccc(Cl)cc1
[14] COC(=O)Cn1nc(-c2ccccc2)n(-c2ccccc2)c1=S
[15] COc1cccc(CNC(=O)CCS(=O)(=O)c2ccc3c(c2)NC(=O)CO3)c1
[16] O=C(Nc1ccc(-n2cccn2)cc1)C1CCN(Cc2ccccn2)CC1

screen / no.	9	10	11	12	13	14	15	16
HT1080NT lethal	?	0%	11%	10%	-8%	1%	1%	3%
MCF10A rerep	-2%	-7%	-5%	11%	6%	15%	-3%	0%
KB-3-1 tox	?	-2%	2%	-6%	4%	10%	19%	0%
SW480 rereplic	?	4%	-9%	?	9%	-5%	-28%	-1%
KB-V1 MDR tox	0%	8%	-3%	8%	-14%	?	?	-9%
ATXN2 expr inh	5%	5%	8%	6%	.	2%	-4%	3%
HT1080 IDH1KD tx	?	-8%	-4%	15%	-25%	-1%	15%	2%
ATXN viability	i	i	i	i	i	i	i	i
IL1B secr inh	-29	17	-2	32	-62*	-29	7	?

[17] CC(C)NC(=O)c1n[nH]c(=O)c2ccccc12
[18] COc1ccccc1CNC(=O)CSc1ccc(-c2ccncc2)nn1
[19] CN1CCN(CCc2cn3ncc(C#N)c3nc2-c2ccc(F)cc2)CC1
[20] COc1ccccc1N=c1sc2ccccc2n1C
[21] CCCCOc1cccc(C(=O)N(Cc2ccc(C)o2)c2ccccn2)c1
[22] CN1CC(c2ccccc2)C2(SC(=S)N(Cc3ccco3)C2=O)C12C(=O)Nc1ccccc12 (configuration not stated)
[23] COc1ccc(NC(=O)CN(c2ccc(Cl)cc2)S(C)(=O)=O)cc1OC
[24] CCOc1ccccc1NC(=O)Cc1cccs1

screen / no.	17	18	19	20	21	22	23	24
HT1080NT lethal	6%	-3%	1%	6%	.	?	8%	2%
MCF10A rerep	-1%	1%	0%	-6%	.	6.5µM*	-1%	24%
KB-3-1 tox	13%	8%	0%	-1%	-20%	21µM*	-1%	-21%
SW480 rereplic	-4%[9.22 µM]	-17%	-4%	1%	.	?	-35%[inhibitor]	0%
KB-V1 MDR tox	13%	?	?	-3%	-8%	?	-2%	-27%
ATXN2 expr inh	1%	.	1%	8%	-18%	?	-7%	-2%
HT1080 IDH1KD tx	6%	5%	9%	-18%	.	?	-7%	1%
ATXN viability	i	i	i	i	?	?	i	i
IL1B secr inh	15	-6	25	3	.	-69*	46	28

[25] COc1ccc(Cl)cc1NC(=S)NCc1ccccn1
[26] CC1Sc2ccccc2N(CC(=O)N(C(C)C)C(C)C)C1=O (configuration not stated)
[27] CN(c1ccccc1)S(=O)(=O)c1nnc(NC(=O)C2CCCCC2)s1
[28] C/C(=N\NC(=O)COc1ccccc1F)c1cc2ccccc2o1
[29] O=C(Nc1ccc2c(c1)OCO2)C1Cc2c(-c3ccc4c(c3)OCO4)ccnc2O1 (configuration not stated)
[30] COCc1nnc(NS(=O)(=O)c2ccc([N+](=O)[O-])cc2)s1
[31] Cc1cccc(-n2ncc3c(N4CCC5(CC4)OCCO5)ncnc32)c1
[32] CNC(=O)COc1coc(CN2CCN(c3ccccc3F)CC2)cc1=O

screen / no.	25	26	27	28	29	30	31	32
HT1080NT lethal	16%	1%	-1%	0%	?	6%	-2%	10%
MCF10A rerep	-8%	-2%	0%	?	.	0%	-3%	0%
KB-3-1 tox	17%	6%	-2%	-7%	?	8%	-26%	6%
SW480 rereplic	2%	1%	-5%	2%	.	-21%	6%	-10%
KB-V1 MDR tox	?	-1%	-14%	-21%	8.2µM*	2%	-18%	-1%
ATXN2 expr inh	5%	6%	5%	24%	?	-1%	54%[activator]	6%
HT1080 IDH1KD tx	17%	-1%	0%	0%	4.1µM*	3%	10%	6%
ATXN viability	i	i	i	?	?	i	i	i
IL1B secr inh	2	5	-19	-12	-2	0	15	11

[33] Cc1ccc(S(=O)(=O)Nc2cccc(C(=O)NCC(c3ccccc3)N(C)C)c2)cc1F (configuration not stated)
[34] Cc1ccc(-n2ncc(C(=O)N3CCN(Cc4ccccc4)CC3)c2C2CCN(C(=O)OC(C)(C)C)CC2)c(C)c1
[35] COc1cccc(C(=O)N2CCN(C(=O)C3COc4ccccc4O3)CC2)c1 (configuration not stated)
[36] Cc1cc(C)cc(NC(=S)N2CCN(S(=O)(=O)c3ccccc3)CC2)c1
[37] Clc1ccc(CCNc2nc3ccccc3c3nc(-c4ccccc4)nn23)cc1
[38] COc1ccc(CCN(C)C(=O)C2CCN(Cc3cccc(OC)c3OC)CC2)cc1OC
[39] Cc1cc(Cl)ccc1C1=CC(=O)C[C@H](c2ccc(F)cc2)C1
[40] O=S(=O)(NCc1ccco1)N1CCCCCC1

screen / no.	33	34	35	36	37	38	39	40
HT1080NT lethal	-10%	.	13%	-3%	.	7%	6%	19%
MCF10A rerep	23%	.	11%	6%	.	-1%	-1%	-2%
KB-3-1 tox	-5%	-2%	13%	1%	1%	12%	-10%	5%
SW480 rereplic	-396%[inhibitor]	.	1%	-2%	.	-1%	7%[9.22 µM]	-26%
KB-V1 MDR tox	-5%	?	-12%	-2%	16%	-6%	2%	2%
ATXN2 expr inh	-3%	4%	-14%	-3%	13%	-11%	-9%	5%
HT1080 IDH1KD tx	-2%	.	17%	-6%	.	15%	4%	14%
ATXN viability	i	i	i	i	i	i	i	i
IL1B secr inh	?	.	3	21	.	7	-17	18

[41] COc1ccc(-c2csc(NC(=O)CSc3n[nH]c(N)n3)n2)cc1
[42] CC(=O)c1cccc(NC(=O)C2CCCN2S(=O)(=O)c2cccs2)c1 (configuration not stated)
[43] Cc1ccc(OC(=S)Nc2ccc(F)cc2)cc1
[44] COc1cc(CN2CCC(n3nccc3NC(=O)c3ccc4c(c3)OCO4)CC2)ccc1O
[45] N#Cc1ccsc1NC(=O)CSc1nncs1
[46] N/C(=N/OC(=O)c1ccccc1Cl)c1nonc1N
[47] COCc1c(C(=O)N/N=C(/C)c2ccccc2)nnn1-c1nonc1N
[48] COc1ccc(CCNC(=O)/C=C/C(=O)O)cc1OC
[49] CCCC(O)(CCC)C(=O)NN(C(=O)CCl)c1cccc(C)c1

screen / no.	41	42	43	44	45	46	47	48	49
HT1080NT lethal	-16%	14%	-4%	1%	-4%	?	1%	10%	6.5µM*
MCF10A rerep	12%	.	-2%	-5%	5%	-34%[inhibitor]	?	3%	15µM*
KB-3-1 tox	?	0%	-4%	1%	-9%	?	8%	7%	-13%
SW480 rereplic	3%	.	-2%	-22%	-6%	3%	-9%	-2%	?
KB-V1 MDR tox	-7%	-5%	2%	7%	0%	-10%	?	5%	-4%
ATXN2 expr inh	3%	.	3%	-3%	-9%	40%[activator]	-11%	10%	21µM*
HT1080 IDH1KD tx	-13%	5%	2%	16%	-6%	-1%	13%	6%	5.2µM*
ATXN viability	.	i	i	?	i	i	i	i	.
IL1B secr inh	24	21	-18	i	39	13	0	6	-219*
